Bioassay records deposited in PubChem BioAssay by NMMLSC.
Bcl-XL Bim block: human Bim-Bcl-XL interaction inhibition. Q07817. Bim peptide-Bcl-XL binding, bead flow cytometry, fluorescence. inhibition, % at 10 µM. 0.04% of 190,000 active. AID 1007
Bcl-B Bim block: inhibitors of Bim-Bcl-B interaction, human. bead-based flow cytometry, Bim peptide-Bcl-B binding. AID 951. inhibition, % at 10 µM. 0.073% of 190,000 active;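 note: 0% = tracer peptide without compound and 100% = reference inhibitor peptide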
Target sequence (Q9HD36 whole entry, looked up): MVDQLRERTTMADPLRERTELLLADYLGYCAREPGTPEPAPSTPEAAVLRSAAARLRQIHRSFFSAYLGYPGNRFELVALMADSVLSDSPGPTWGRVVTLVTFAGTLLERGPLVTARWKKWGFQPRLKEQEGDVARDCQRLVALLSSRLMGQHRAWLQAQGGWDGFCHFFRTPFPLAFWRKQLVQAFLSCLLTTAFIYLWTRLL
Bcl-W Bim block: human Bim-Bcl-W interaction inhibition; Q92843; 0.02% of 190,000 active; bead-based flow cytometry, Bim peptide-Bcl-W binding; AID 952; inhibition, % at 10 µM;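 note: 0% = bound tracer without compound and 100% = peptide blocker; higher means less fluorescent Bim peptide bound to Bcl-W beads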
Bim-Mcl-1: inhibitors of Bim-Mcl-1 interaction, human | AID 1009 | Bead-based flow cytometry, Bim peptide-Mcl-1 binding | 0.1% of 190,000 active | inhibition, % at 10 µM | Q07820;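 note: 0% = no compound tracer wells and 100% = peptide blocker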
Bcl-2 Bim block: human Bim-Bcl-2 interaction inhibition | P10415 | AID 950 | Bead-based flow cytometry, Bim peptide-Bcl-2 binding | inhibition, % at 10 µM | 0.06% of 190,000 active; in the data active = inhibition above about 40%; inconclusive = no clear call, values can overlap the other calls;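 note: 0% = no compound wells with probe peptide and 100% = reference peptide inhibitor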
Target sequence (P10415 whole entry, looked up): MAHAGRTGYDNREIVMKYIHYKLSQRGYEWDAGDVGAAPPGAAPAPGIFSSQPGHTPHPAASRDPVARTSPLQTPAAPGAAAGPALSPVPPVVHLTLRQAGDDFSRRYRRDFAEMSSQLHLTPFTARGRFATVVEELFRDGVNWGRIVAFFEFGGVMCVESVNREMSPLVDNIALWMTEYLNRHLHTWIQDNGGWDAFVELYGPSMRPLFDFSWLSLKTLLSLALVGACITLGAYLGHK
ABCG2 inh: blocks JC-1 efflux by human ABCG2 transporter | Q9UNQ0 | 0.1% of 190,000 active | AID 1325 | inhibition, % at 6.6 µM | IgMXP3 cells, flow cytometry;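 active = inhibition above 80%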;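 note: 0% = DMSO and 100% = nicardipine control wells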
Target sequence (Q9UNQ0 whole entry, looked up): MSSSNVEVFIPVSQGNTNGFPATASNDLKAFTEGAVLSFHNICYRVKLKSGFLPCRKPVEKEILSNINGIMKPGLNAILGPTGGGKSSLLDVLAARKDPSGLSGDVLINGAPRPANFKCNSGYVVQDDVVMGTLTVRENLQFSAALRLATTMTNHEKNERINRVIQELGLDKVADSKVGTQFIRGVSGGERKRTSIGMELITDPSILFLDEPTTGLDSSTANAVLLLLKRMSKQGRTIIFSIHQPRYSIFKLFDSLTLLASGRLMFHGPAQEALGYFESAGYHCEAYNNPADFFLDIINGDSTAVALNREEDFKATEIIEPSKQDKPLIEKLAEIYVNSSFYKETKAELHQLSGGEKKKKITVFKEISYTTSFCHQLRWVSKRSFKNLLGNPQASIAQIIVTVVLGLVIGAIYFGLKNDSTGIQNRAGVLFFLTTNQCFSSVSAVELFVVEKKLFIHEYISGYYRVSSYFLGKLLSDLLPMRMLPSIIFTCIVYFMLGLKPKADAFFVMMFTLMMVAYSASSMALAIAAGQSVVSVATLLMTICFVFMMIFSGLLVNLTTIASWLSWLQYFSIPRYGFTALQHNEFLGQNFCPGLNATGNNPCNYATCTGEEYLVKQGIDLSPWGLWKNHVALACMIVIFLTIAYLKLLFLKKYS
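material = IgMXP3 (ABCG2) plus far-red-tagged CCRF-Adr (ABCB1) cells | amount = 3 million cells/mL, equal mix of both lines | also added = JC-1 transporter substrate | dosing = one concentration, 6.6 µM final | schedule = 10 min at 25 °C | measured by = flow cytometric JC-1 green MFI at 530 nm | read-out basis = percent efflux inhibition, scaled nicardipine 100% to DMSO 0%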
ABCB1 inh: inhibitors of human ABCB1 transporter, ABCG2 counter-screen; P08183; CCRF-Adr cells, JC-1 efflux, flow cytometry; AID 1326; 0.067% of 190,000 active; inhibition, % at 6.6 µM; in the data active = inhibition above about 40%;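 note: 0% = vehicle and 100% = reference inhibitor; higher value means more JC-1 retained so stronger ABCB1 efflux block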
RGS4-Gao reg: modulates binding of RGS4 to human Galphao. Multiplexed bead flow cytometry; actives lie on both sides. binding response (% of control), % at 10 µM. 0.33% of 220,000 active. AID 1415; in the data active = binding response below about 49% or above about 150%; inactive = in between;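 note: fluorescent Galphao activated with aluminum fluoride binding bead-coupled RGS4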
RGS8-Gao reg: modulates binding of RGS8 to human Galphao. P09471. multiplexed bead flow cytometry; actives lie on both sides. response (percent of control binding), % at 10 µM. 0.34% of 220,000 active. AID 1423; in the data active = response below about 60% or above about 140%; inactive = in between;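 note: Galphao activated as the GDP aluminium fluoride complex binding bead-coupled RGS8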
Bfl-1 Bim block: human Bim-Bfl-1 interaction inhibition | Bead-based flow cytometry, Bim-Bfl-1 binding inhibition | inhibition, % at 10 µM | 0.12% of 190,000 active | AID 1008;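 note: 0% = wells without compound plus tracer and 100% = blocker peptide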
RGS7-Gao reg: modulates binding of RGS7 to human Galphao. P09471. Multiplexed bead flow cytometry; actives lie on both sides. binding response (% of control), % at 10 µM. 0.35% of 220,000 active; in the data active = binding response below about 49% or above about 150%; inconclusive = no clear call, values can overlap the other calls; inactive = in between;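 note: fluorescent Galphao held in activated GDP-AlF4 state binding bead-coupled RGS7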
* marks the source's active call; other numbers are inactive results; ? = inconclusive. Cut-off read from the data, not from the text of the source, unless noted: active = inhibition above about 40%.

SMILES | Bcl-XL Bim block | Bcl-B Bim block | Bcl-W Bim block | Bim-Mcl-1 | Bcl-2 Bim block | ABCG2 inh | ABCB1 inh | RGS4-Gao reg | RGS8-Gao reg | Bfl-1 Bim block | RGS7-Gao reg
Cc1sc(-n2cccc2)c(C(=O)O)c1C | -2 | -3 | -1 | 0 | 1 | 4 | 0.7 | 97 | 99 | 1 | 98
O=C(NCc1ccccc1)C1=C[C@H](c2ccc(Br)cc2)C[C@H](OCc2ccc(CO)cc2)O1 | 2 | -1 | -1 | 3 | 5 | 5 | 1.4 | 96 | 103 | 3 | 98
CC(=O)c1ccc(N2CCN(C(=O)CN(C)S(=O)(=O)c3cnc[nH]3)CC2)cc1 | -4 | -3 | -2 | -1 | -2 | 1 | 0.4 | 98 | 97 | -5 | 95
COc1ccccc1Nc1nc(-c2cccs2)cs1 | -2 | -10 | 0 | 2 | 0 | 10 | -0.4 | 97 | 99 | -1 | 96
COCC(=O)Nc1ccccc1Br | -2 | -3 | 1 | 0 | 1 | -5 | -0.1 | 97 | 98 | 1 | 95
N#C/C(=C\c1ccc(O)c(O)c1)C(=O)N1CCCC1 | 1 | -3 | 1 | 0 | -3 | 3 | -0.1 | 97 | 99 | -2 | ?
CC(=O)Nc1ccc(N=Cc2ccc(OCc3ccccc3)cc2)cc1 | -7 | -5 | -5 | -6 | -5 | 9 | 0.7 | 98 | 103 | 0 | 100
NC(=O)C1(NC(=O)[C@@H]2CC3(CC(c4cccc(NC(=O)[C@@H]5CCC(=O)N5)c4)=NO3)CN2C(=O)Cc2ccc(Cl)cc2)CC1 (stereo partly drawn) | 2 | -1 | 1 | 0 | 0 | 0 | -0.1 | 106 | 103 | 1 | 105
COc1cccc(-c2ccc(=O)n(CC(=O)Nc3ccc(S(=O)(=O)NCC(C)C)cc3)n2)c1 | -2 | 1 | 0 | 5 | -4 | 1 | -0.1 | 108 | 110 | -3 | 108
Cc1ccccc1NC(=O)c1sc(Cl)nc1C | -5 | -10 | -6 | -2 | -3 | 8 | 0.7 | 100 | 100 | -14 | 100
Cc1cc(C(=O)NCCN2C(=O)S/C(=C\c3cccs3)C2=O)ccc1[N+](=O)[O-] | -6 | -11 | -3 | -4 | -2 | 0 | 0.2 | 99 | 101 | -1 | 99
CC(C)(C)NC(=O)NC(=O)COC(=O)c1cccc(NS(=O)(=O)c2ccc(F)c(F)c2)c1 | 1 | 7 | 8 | 1 | -2 | 18 | 0.6 | 99 | 101 | 6 | 102
O=C(c1ccco1)N1CCN(c2ncnc3scc(-c4ccccc4)c23)CC1 | -4 | -6 | 2 | 0 | -8 | 3 | 0.8 | 106 | 110 | -10 | 103
COC(=O)c1ccc(COc2ccc3c4c(c(=O)oc3c2)CCC4)o1 | -1 | -2 | -3 | 0 | 0 | 1 | 0.3 | 100 | 101 | 0 | 101
COc1ccccc1/C=N/NC(=Nc1ccc(C)cc1)c1nc2ccccc2s1 | -3 | -6 | -5 | -6 | -3 | -1 | -0.3 | 108 | 105 | -4 | 106
O=C(O)c1ccccc1N1C(=O)C2C3CCC(C3)C2C1=O (stereo not drawn) | 1 | -2 | 0 | 0 | 0 | 2 | 0.0 | 94 | 97 | -4 | 87
NC(=O)c1ccccc1NC(=O)/C=C/c1ccccc1 | -12 | -14 | -5 | -6 | -7 | 9 | 0.4 | 104 | 101 | -14 | 100
Cn1c(SCC(=O)NCC2CCCO2)nnc1-c1c[nH]c2ccccc12 (stereo not drawn) | -4 | -9 | 2 | 0 | -4 | 1 | 0.5 | 99 | 101 | -10 | 102
COc1ccc(/C=N/O)cc1COc1ccc(NC(C)=O)cc1 | -1 | -6 | 2 | -3 | -6 | 9 | 0.6 | 91 | 96 | -11 | 95
CC1CCCCC1NC(=O)c1nnc(Cc2ccc(Cl)cc2)o1 (stereo not drawn) | -7 | -8 | -6 | -3 | -1 | 0 | -0.2 | 114 | 106 | -3 | 108
NC(=O)CC[C@@H]1NC(=O)[C@@H]2CCCN2C(=O)c2cc([N+](=O)[O-])cc(I)c2NCCC[C@@H](C(=O)NC(CC(=O)O)C(N)=O)NC1=O (stereo partly drawn) | -2 | -4 | 0 | -2 | -2 | 3 | 0.2 | 104 | 104 | 1 | 103
Cc1cccc(C)c1NC(=O)C(NC(=O)CN1C(=O)c2ccccc2C1=O)c1ccccc1 (stereo not drawn) | -9 | -11 | -6 | -6 | -5 | 0 | 0.1 | 97 | 101 | -15 | 93
COc1ccc(F)cc1C(=O)C1CCCN(C(=O)c2cccc(N(C)C)c2)C1 (stereo not drawn) | -3 | -6 | 0 | 1 | -1 | 7 | 1.7 | 94 | 98 | -4 | 91
CC(C)COc1ccc(-c2nnn(CC(=O)N3CCCC3)n2)cc1 | 3 | -1 | 4 | 5 | -3 | 3 | 0.6 | 99 | 98 | -4 | 99
CCCC(=O)Nc1nn(C)c2nc3c(C)cccc3cc12 | -3 | -9 | -1 | -5 | -6 | -6 | -3.9 | 107 | 104 | 0 | 108

Among those listed so far, four have a thiophene ring, fused or not:
SMILES | Bcl-XL Bim block | Bcl-B Bim block | Bcl-W Bim block | Bim-Mcl-1 | Bcl-2 Bim block | ABCG2 inh | ABCB1 inh | RGS4-Gao reg | RGS8-Gao reg | Bfl-1 Bim block | RGS7-Gao reg
Cc1sc(-n2cccc2)c(C(=O)O)c1C | -2 | -3 | -1 | 0 | 1 | 4 | 0.7 | 97 | 99 | 1 | 98
COc1ccccc1Nc1nc(-c2cccs2)cs1 | -2 | -10 | 0 | 2 | 0 | 10 | -0.4 | 97 | 99 | -1 | 96
Cc1cc(C(=O)NCCN2C(=O)S/C(=C\c3cccs3)C2=O)ccc1[N+](=O)[O-] | -6 | -11 | -3 | -4 | -2 | 0 | 0.2 | 99 | 101 | -1 | 99
O=C(c1ccco1)N1CCN(c2ncnc3scc(-c4ccccc4)c23)CC1 | -4 | -6 | 2 | 0 | -8 | 3 | 0.8 | 106 | 110 | -10 | 103

Additional records
SMILES | Bcl-XL Bim block | Bcl-B Bim block | Bcl-W Bim block | Bim-Mcl-1 | Bcl-2 Bim block | ABCG2 inh | ABCB1 inh | RGS4-Gao reg | RGS8-Gao reg | Bfl-1 Bim block | RGS7-Gao reg
CCOC(=O)CCSc1nc(C)c2cc(C)ccc2n1 | -3 | -2 | 1 | 2 | 0 | 2 | 0.3 | 104 | 101 | -12 | 102
Cc1ccc(NC(=O)OCCNC(=O)c2ccncc2)cc1 | 0 | -1 | -3 | 0 | -1 | 5 | 0.4 | 101 | 98 | 0 | 100
Fc1ccc(-c2nnc(Cc3nnc(-c4ccc(F)cc4)o3)o2)cc1 | -4 | -9 | -4 | -4 | -3 | 33 | 1.4 | 96 | 100 | -10 | 99
CCn1ncc(/C=C/C(=O)C2CC2)c1C | -3 | -6 | -4 | -4 | -1 | 3 | 0.3 | 88 | 94 | -1 | 89
Nc1ccc(NC(=O)c2cccs2)c(Cl)c1 | 0 | -4 | 2 | 3 | -2 | 6 | 2.0 | 96 | 98 | -8 | 98
COc1ccc(-c2nnc3ccc(SCC(=O)Nc4cc(C)on4)nn23)cc1 | -2 | -6 | -1 | 1 | -3 | 7 | 1.6 | 97 | 100 | 0 | 98
Cc1ccc(C(=O)NNC(=O)CSc2nnc3c(n2)[nH]c2ccc(F)cc23)cc1 | 7 | 6 | 4 | 8 | 6 | 1 | 0.3 | 86 | 99 | -3 | 88
CCCCn1nc2cc(C(=O)NCc3ccccc3)ccc2c1OCC | -2 | -3 | -4 | -4 | -5 | 7 | 0.9 | 98 | 100 | -4 | 99
COC1(OC)N=C(NC(=O)Nc2ccccc2)C2(C#N)C(c3ccccc3)C12C#N (stereo not drawn) | -1 | 3 | -1 | 0 | 3 | -2 | -0.3 | 82 | 89 | 0 | 84
Cc1ccsc1/C=N/NC(=O)CNC(=O)c1cccc([N+](=O)[O-])c1C | 1 | 0 | 0 | 0 | -3 | 8 | 1.6 | 107 | 105 | 0 | 104
CCOC(=O)c1ccc(NC(=O)CSCCC(=O)O)cc1 | 61* | 84* | 62* | 68* | 90* | -2 | -0.4 | 102 | 96 | 50* | 101
Clc1c(CSc2nc3ccccc3o2)nc2sccn12 | 4 | -4 | 0 | -2 | -10 | 5 | 0.9 | 102 | 99 | -13 | 99
Cc1ccc(SCCNC(=O)C(CO)(CO)CO)cc1 | -7 | -8 | 2 | -1 | -9 | 0 | 0.1 | 107 | 104 | -11 | 105
Cc1cccc(OCCOCCN2CCNCC2)c1C | -8 | -6 | -1 | -4 | -4 | -2 | -0.9 | 96 | 99 | -2 | 95
CCn1nc(C)cc1Nc1ccccc1 | -1 | -3 | 0 | 0 | -1 | 2 | 0.2 | 96 | 96 | -2 | 96
CCCCN(CC)CCNC(=O)Cn1cnc2sc(C)c(S(=O)(=O)N3CCOCC3)c2c1=O | -6 | -6 | 0 | -1 | -16 | -6 | -0.5 | 96 | 101 | -16 | 101
O=C(CCCc1nc(-c2ccccc2Cl)no1)NC1CCCCC1 | -11 | -14 | -3 | -5 | -10 | 9 | 0.6 | 98 | 100 | -15 | 98
O=C(Nc1nccs1)C1CCCN(S(=O)(=O)c2cccnc2)C1 (stereo not drawn) | -2 | -2 | 4 | 3 | 0 | 2 | 0.3 | 99 | 97 | -5 | 98
Cc1cc(NC(=O)CCCn2cnc([N+](=O)[O-])n2)no1 | -1 | -5 | -4 | -1 | -5 | 3 | -0.3 | 102 | 103 | -5 | 96
Nc1ncc(-c2ccc([N+](=O)[O-])cc2)cn1 | -4 | -4 | 0 | 0 | -7 | 3 | 0.1 | 101 | 101 | -4 | 102
CC(=O)Nc1ccc(NC(=O)c2ccc(NS(=O)(=O)c3cc(C(C)(C)C)cc(C)c3C)cc2)cc1 | -2 | -3 | -2 | -3 | -1 | -21 | -1.8 | 99 | 102 | 0 | 103
FC(F)(F)c1ccc(/C=N/N2CCN(Cc3cccc4ccccc34)CC2)cc1 | 0 | -5 | -3 | 0 | 0 | 1 | 0.4 | 100 | 100 | 0 | 104
CC(=O)Oc1oc(-c2ccccc2)nc1C=Nc1ccccc1 | -1 | -1 | -2 | -3 | -1 | 2 | 0.6 | 99 | 99 | -1 | 99
COc1cc(N/N=C(\C)c2ccc(O)c(C)c2)nc(-c2ccccc2)n1 | -6 | -5 | -1 | -1 | -4 | 4 | 0.2 | 102 | 104 | -4 | 105
CCC(C)n1ncn(-c2ccc(N3CCN(c4ccc(OC)cc4)CC3)cc2)c1=O (stereo not drawn) | -1 | 1 | 3 | 3 | -4 | -1 | 0.1 | 98 | 98 | -12 | 98
CCCCC(CCC(=O)Nc1nccs1)C(=O)O (stereo not drawn) | 0 | 1 | 1 | 1 | 2 | 4 | 0.7 | 103 | 105 | 0 | 106
Cc1ccccc1C(=O)NC1CCN(CC(=O)Nc2ccc3c(c2)OCO3)CC1 | -3 | -5 | -2 | -1 | -3 | 2 | 0.7 | 94 | 98 | -4 | 93
CC1CCCC(C)N1C(=O)COC(=O)c1ccc2c(c1)OCO2 (stereo not drawn) | -1 | 1 | 3 | 3 | 3 | 6 | -0.8 | 91 | 86 | 1 | 90
Cn1cc(Cl)c(C(=O)NNC(=S)NC2CCCCC2)n1 | -3 | -9 | -2 | -5 | 1 | 2 | -0.1 | 102 | 100 | 3 | 102
C/C(=N\NC(=O)C1CC1(c1ccccc1)c1ccccc1)c1cccc([N+](=O)[O-])c1 (stereo not drawn) | 0 | -5 | 0 | -4 | -1 | 21 | 1.7 | 103 | 103 | -2 | 100
